High-throughput results as filed in PubChem BioAssay.
HP1b binding inh: HTS for Inhibitors of HP1-beta Chromodomain Interactions with Methylated Histone Tails; Chromobox protein homolog 1 (Homo sapiens), P83916; AlphaScreen HP1-beta / biotin-H3K9me3 peptide binding; 390,000 compounds, 0.56% hits; Potency, µM (series often up to 114 µM), for inactives: top-dose activity change, negative = inhibition, most hits filed as inhibitors; AID 540317, 2011; further: nearly all actives have a fitted effect of over 70% in size; inactives centre near 23
Target sequence (P83916 whole entry, looked up): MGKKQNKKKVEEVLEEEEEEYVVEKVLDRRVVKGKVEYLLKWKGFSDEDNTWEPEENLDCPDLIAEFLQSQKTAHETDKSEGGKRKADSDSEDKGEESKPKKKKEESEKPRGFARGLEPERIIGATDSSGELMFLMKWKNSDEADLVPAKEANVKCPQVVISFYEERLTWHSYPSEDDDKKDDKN
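AlphaScreen: HP1-beta (50 nM) preformed 30 min with biotin-H3(1-18)K9me3 peptide (50 nM) in PBS pH 7.4, 0.01% Tween-20. Compound added for 30 min at RT, then streptavidin donor/nickel chelate acceptor beads (10 ug/mL) for 30 min.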
GLS inhibitor: qHTS for Inhibitors of Glutaminase (GLS); Glutaminase kidney isoform, mitochondrial (Homo sapiens), O94925; GLS enzymatic activity, qHTS titration; Potency, µM (top dose mostly 45.5 µM), for inactives: top-dose activity change, negative = inhibition, most hits filed as inhibitors; 410,000 compounds, 0.21% hits; AID 624170, 2012; further: on the % scale 0 is the no-effect control and ±100 the full control effect
Target sequence (O94925 whole entry, looked up, canonical isoform): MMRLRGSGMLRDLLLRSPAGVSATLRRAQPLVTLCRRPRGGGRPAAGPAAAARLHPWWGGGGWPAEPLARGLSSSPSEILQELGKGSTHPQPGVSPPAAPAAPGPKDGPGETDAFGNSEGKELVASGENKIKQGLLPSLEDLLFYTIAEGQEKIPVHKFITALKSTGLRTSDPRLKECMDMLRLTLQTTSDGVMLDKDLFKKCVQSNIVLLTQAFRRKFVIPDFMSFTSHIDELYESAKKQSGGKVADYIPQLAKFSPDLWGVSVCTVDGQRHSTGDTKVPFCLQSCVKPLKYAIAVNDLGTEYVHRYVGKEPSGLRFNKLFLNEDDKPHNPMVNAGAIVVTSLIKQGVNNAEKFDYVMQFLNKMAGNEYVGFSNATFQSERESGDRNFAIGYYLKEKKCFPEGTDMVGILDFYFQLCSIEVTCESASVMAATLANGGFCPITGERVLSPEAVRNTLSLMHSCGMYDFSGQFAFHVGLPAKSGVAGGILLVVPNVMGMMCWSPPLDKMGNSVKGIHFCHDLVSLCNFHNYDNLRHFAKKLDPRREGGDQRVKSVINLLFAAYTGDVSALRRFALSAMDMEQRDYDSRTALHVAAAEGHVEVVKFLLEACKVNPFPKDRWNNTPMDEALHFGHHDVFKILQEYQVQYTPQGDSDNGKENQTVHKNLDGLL
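Read-out is an Amplex red fluorescence increase coupled through glutamate oxidase and HRP, measured before and after 30 min room-temperature incubation. hKGA is in 45 mM KH2PO4 (pH 8.2) with 0.02% Tween-20; glutamine added as 1mM solution.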
RGS4 inhibitor: Inhibitors of Regulator of G Protein Signaling (RGS) 4: qHTS; Transcreener GDP fluorescence polarization, RGS4-accelerated GTP hydrolysis; Potency, µM (top dose mostly 114 µM), without a hit: at the highest dose activity change, negative = inhibition, actives largely listed as inhibitors; AID 504845, 2011; 390,000 compounds, 0.039% hits; Regulator of G-protein signaling 4 (Homo sapiens), P49798; further: on the % scale 0 is the no-effect control and ±100 the full control effect; nearly all actives have a fitted effect of over 75% in size; some results filed as inactive show a strong effect at the top dose
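MLSMR compounds (23 nl, pin-transferred) preincubated 10 min at room temperature with a 500nM (2x) first reagent, then RGS4 at 900nM (2x) plus Transcreener GDP mix added; fluorescence polarization (620/688 nm) read before and after 90 min at 30 °C.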
12-LOX inh: Primary qHTS assay for inhibitors of human arachidonate 12S-lipoxygenase (ALOX12): Round 2; purified 12hLO, xylenol orange hydroperoxide absorbance; Potency, µM (titrated, usually from 108 µM), for inactives: at the top dose activity change, negative = inhibition, hits mostly inhibitors; 580,000 compounds, 1.1% hits; AID 1671190, 2021; further: on the % scale 0 is the no-effect control and ±100 the full control effect
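Hydroperoxide product was detected by ferrous iron/xylenol orange as the 573 to 405 nm absorbance ratio. Arachidonic acid at 40 uM (final) was turned over for 30 min at room temperature by 150 nM human 12hLO, pH 7.0 Hepes buffer, after 15 min compound preincubation.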
ERG-DNA inh: qHTS for Small Molecule Inhibitors of the ERG Ets/DNA interaction | Transcriptional regulator ERG (Homo sapiens), P11308 | fluorescence polarization, His-ERG Ets domain / labelled DNA | Potency, µM (series often up to 76.9 µM), inactives show at the highest dose FP activity, negative = inhibition, most hits filed as inhibitors | 370,000 compounds, 0.028% hits | AID 624246, 2012; active means well fitted inhibition curve with a large enough effect in the polarisation, with a control signal flat; inconclusive means small, poorly fitted or top-dose-only effect, or effect the other way, or a change in a side signal; inactive means no such curve, though single readings can be large or run the other way; the % refers to the polarisation;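 further: polarization taken with two DNA probes labelled with fluorescein and Texas red; % of control where 0% means no effect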
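His-tagged ERG Ets domain (1 uM in the protein solution; 300mM KCl, 50mM Tris-HCl, 1mM EDTA, 1mM DTT, pH 7.5) received compound, then a probe mix of 5 nM fluorescein-DNA and 100nM Texas-615-DNA. Fluorescence polarization was read for both dyes.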
Pin1 inh: qHTS Assay to Find Inhibitors of Pin1 | Pin1 FP peptide displacement, HiFluor488, 10 min | Potency, µM (series often up to 115 µM), inactives show at the highest dose activity, negative = inhibition, most hits filed as inhibitors | 390,000 compounds, 0.009% hits | AID 504891, 2011; active means well fitted inhibition curve with a large enough effect in the polarisation, with a control signal flat, not every such curve was filed as active; inconclusive means small, poorly fitted or top-dose-only effect, or effect the other way, or a change in a side signal; inactive means no such curve, though single readings can be large or run the other way; the % refers to the polarisation; further: on the % scale 0 is the no-effect control and ±100 the full control effect
Target sequence (Q13526 whole entry, looked up): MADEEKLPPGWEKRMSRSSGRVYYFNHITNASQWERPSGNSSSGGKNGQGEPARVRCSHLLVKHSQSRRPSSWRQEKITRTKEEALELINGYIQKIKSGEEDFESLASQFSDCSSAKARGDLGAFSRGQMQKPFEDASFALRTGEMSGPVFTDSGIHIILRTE
PGK inhibitor: qHTS Assay to Find Inhibitors of Phosphoglycerate Kinase. Phosphoglycerate kinase, glycosomal (Trypanosoma brucei brucei), P07378. PGK/GAPDH coupled, Kinase-Glo luminescence, 60 min. Potency, µM (titrated, usually from 57.5 µM), for the others: at the highest dose activity change, negative = inhibition, hits mostly inhibitors. 380,000 compounds, 0.043% hits; further: on the % scale 0 is the no-effect control and ±100 the full control effect; nearly all actives have a fitted effect of over 60% in size
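Recombinant glycosomal PGK reaction used 1,3-bisphosphoglycerate generated in-well by GAPDH (100nM final) in 100mM TEA pH 7.6, 5mM MgCl2, 0.01% Tween-20. After 60 minutes at room temperature, ATP was read by Kinase-Glo Plus luminescence end-point.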
JMJD2A Tudor inh: qHTS Assay for Inhibitors of JMJD2A-Tudor Domain; 390,000 compounds, 4.4% hits; AlphaScreen JMJD2A-Tudor / H3K4me3 peptide binding; Lysine-specific demethylase 4A (Homo sapiens), O75164; Potency, µM (highest dose often 114 µM), inactives show at the top dose activity change, negative = inhibition, hits mostly inhibitors; further: on the % scale 0 is the no-effect control and ±100 the full control effect; nearly all actives have a fitted effect of over 50% in size
TrxR1 inh: qHTS Assay for Inhibitors of Mammalian Selenoprotein Thioredoxin Reductase 1 (TrxR1): qHTS | Thioredoxin reductase 1, cytoplasmic (Rattus norvegicus), O89049 | recombinant rTrxR1, NADPH fluorescence consumption, selenite substrate | Potency, µM (titrated, usually from 114 µM), without a hit: at the top dose activity change, negative = inhibition, most hits filed as inhibitors | 390,000 compounds, 1% hits; further: on the % scale 0 is the no-effect control and ±100 the full control effect; nearly all actives have a fitted effect of over 65% in size
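Rat TrxR1 (90 nM in the dispensed reagent) was pre-reduced with 400 uM NADPH for 5 min at room temperature, then incubated with compound for 15 min. After 400 uM selenite was added, NADPH fluorescence (Ex 340/Em 450 nm) was followed for 8 min.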
* = called active by the depositor; i = inactive; ? = inconclusive; · = no result given; [ ] = another dose, or the depositor's remark. Unless noted, the call rests on the fitted dose curve; in most records, active means well fitted curve in the direction sought with a large enough effect; inconclusive means small, poorly fitted or top-dose-only effect, or another doubt; inactive means no such curve, though single readings can be large; an effect the other way counts as inactive or inconclusive. Potency means the concentration at half of the fitted maximal effect. The list is partial, so the mix of outcomes need not match the whole.

nr	smiles	HP1b binding inh	GLS inhibitor	RGS4 inhibitor	12-LOX inh	ERG-DNA inh	Pin1 inh	PGK inhibitor	JMJD2A Tudor inh	TrxR1 inh
1	CCOC(=O)CC12CN3CN(C1)CC(CC(=O)OCC)(C3)C2=O	11%	?	-15%	9%	·	-1%	-7%	-10%	13%
2	COc1ccc(-c2c(C#N)c(SCC(=O)Nc3ccccc3C)nc(C)c2C(=O)Nc2ccccc2)cc1OC	21%	-14%	-1%	-10%	15%	?	10%	-7%	78%[activator]
3	COc1cc(/C=c2\sc3n(c2=O)C(c2ccccc2)C(c2ccccc2)=NN=3)ccc1O (centres undefined)	-18%	12%	-32%	0%	10%	?	i	?	-14%[57.1 µM]
4	O=C(c1ccc2c(c1)[nH]c(=S)n1c3ccccc3nc21)N1CCN(c2cccc(Cl)c2)CC1	29%	3%	?	2%	5%	-1%	6%	-5%	-5%[57.1 µM]
5	CN1CCc2c(sc(/N=C/c3cc(Cl)ccc3O)c2C#N)C1	31%	-3%	-27%	-10%	19%	?	-9%	-24%	16%
6	O=C(O)c1ccc2c(c1)C1C=CCC1C(c1ccncc1)N2 (centres undefined)	27%	2%	-25%	-11%	-7%	?	i	-3%	-2%
7	Cn1ncc([N+](=O)[O-])c1C(=O)N1CCOCC1	12%	11%	27%	0%	-9%	-7%	2%	-1%	-1%
8	O=S(=O)(c1ccc(Br)s1)N1CCN(c2ccccc2)CC1	36%	9%	9%	0%	-1%	5%	-4%	1%	15%
9	CCOc1ccc(-c2n[nH]c(=S)c3ccccc23)cc1	58%[activator]	-4%	-29%[56.9 µM]	0%	0%	-5%	i	-15%	-14%
10	O=C(CC(=O)c1ccccc1)Nc1cccnc1Cl	45%[activator]	-1%	-37%	-1%	-1%	-5%	7%	-1%	-20%[57.1 µM]
11	O=C(COC(=O)C1CC(=O)N(c2ccc3c(c2)OCCO3)C1)Nc1ccc2c(c1)CCC2 (centres undefined)	10%	-5%	31%	0%	1%	0%	5%	-22%	6%
12	CC(NC(=O)CNC(=S)N(Cc1cccs1)C1CCCC1)c1ccccc1 (centres undefined)	33%	-6%	-8%	-16%	5%	-8%	-22%	-15%	5%
13	CCOc1ccccc1NC(=O)c1nc(S(=O)(=O)Cc2ccccc2)ncc1Cl	4%[57 µM]	-4%	?	-8%	-9%	38%[activator]	-4%	-29%	7.9µM*
14	CC(C)OC(=O)CCNc1n[nH]c(=O)[nH]c1=O	42%[activator]	13%	10%	0%	14%	10%	1%	0%	5%
15	CCC(C(=O)N1CCN(c2ccccc2)CC1)n1c(C)c2cnn(-c3ccccc3)c(=O)c2c1C (centres undefined)	8%	1%	-8%	-29%	2%	-2%	-23%	-36%	-9%
16	C/C(CCc1ccccc1)=N\NC(=O)C(=O)Nc1cccc(Cl)c1	28%	1%	8%	-3%	20%	-1%	-1%	-18%	23%
17	CC(=O)N1CCc2cc(S(=O)(=O)CCC(=O)Nc3cc(C)cc(C)c3)ccc21	53%[activator]	2%	0%[56.9 µM]	-15%	-3%	1%	5%	-16%	-10%
18	Cc1cc(OCC(=O)NNC(=O)c2ccncc2)ccc1C(C)C	44%[activator]	16%	-11%	8%	3%	1%	1%	-3%	13%
19	COc1cccc(-c2ccc3ncnc(NCc4cc(C)cs4)c3c2)c1	32%	5%	12%	?	·	?	10%	-21%	3%[57.1 µM]
20	O=C(COC(=O)Cc1cccc2ccccc12)Nc1ccccc1-c1ccccc1	60%[activator]	-10%	11%[11.4 µM]	-3%	3%	16%	-3%	13%	28%
21	CCCCN(C)CCCNC(=O)c1ccc2nc(N3CCCCC3)sc2c1	26%	3%	9%	-25%	-3%	-4%	-8%	-5%	12%
22	Cc1cccnc1NC(=O)NC(=O)c1ccc(C(C)(C)C)s1	31%	0%	14%	12%	-1%	-1%	8%	-11%	-25%
23	CC(C)OC(=O)c1cccc(NC(=O)Cn2nnc3sc4c(c3c2=O)CCCC4)c1	9%	2%	2%	-11%	0%	56%[activator]	·	-33%	19%
24	CCN1CCOC(=O)C1CC(=O)Nc1ccccc1C(F)(F)F (centres undefined)	-17%	-2%	-43%	-19%	3%	4%	-3%	-34%	?
25	O=C(N/N=C/c1ccc([N+](=O)[O-])o1)C(=O)Nc1ccc(C(=O)O)cc1	37%	-12%	13%	-21%	-7%	-17%	-13%	0%	?
26	COc1ccccc1-n1nnnc1SCC(=O)NCC1(N2CCCCC2)CCCCC1	14%[57 µM]	?	-4%	19%	-2%	0%	12%	1%	8%
27	CN(C(=O)c1ccc(NC(=O)Cc2cccc(NC(=O)C3CCN(C(=O)c4ccccc4)CC3)c2)cc1)C1CCCC1	43%[activator]	-2%	16%	?	-1%	9%	-3%	-22%	38%[activator][57.1 µM]
28	O=C(COC(=O)C1(c2ccccc2)CC1)NNC(=O)c1ccccc1F	34%	7%	-2%	-12%	-6%	0%	0%	1%	11%
29	Cc1ccc(/C=N/NC(=O)c2n[nH]c3c2CCCC3)cc1	11%	2%	-11%	248%[activator]	-1%	8%	-3%	-14%	7%[57.1 µM]
30	Cn1cccc1/C=N/NC(=O)c1ccccn1	-8%	0%	2%[11.4 µM]	-9%	-17%	12%	-3%	?	8%
31	COC(=O)c1scc(-c2ccc(C)cc2)c1S(=O)(=O)Nc1cc(C)ccc1OC	40%[activator]	4%	-27%	-13%	10%	12%	i	-28%	15%[57.1 µM]
32	NS(=O)(=O)c1ccc(CNC(=S)NC(=O)c2ccco2)cc1	32%	-6%	-9%	?	-7%	1%	-1%	-10%	-14%
33	O=C(NCCc1ccccc1)C(=O)NCC1(c2ccccc2)CCCC1	15%	·	-16%	-7%	5%	3%	i	19%	-10%
34	COc1ccc(C(=O)NCCCNC(=O)c2cccnc2)cc1OC	0%	14%	12%	-10%	-4%	3%	16%	-6%	5%
35	O=C(CNCCO)N1CCc2ccccc21	15%	2%	2%	i	-1%	4%	3%	-10%	1%[57.1 µM]
36	CN(c1cccc(NC(=O)CN(c2cccc(F)c2)S(C)(=O)=O)c1)S(C)(=O)=O	-16%	-8%	16%	-14%	-1%	9%	-5%	-12%	5%[57.1 µM]
37	Cc1nc(Oc2ccccc2)c2ccccc2n1	53%[activator]	-8%	-43%	2%	3%	-6%	-6%	15%	-9%
38	Cc1ccccc1N1CC2=C(C1=O)C(c1ccccc1)NC(=O)N2C (centres undefined)	17%	-5%	-3%	0%	-8%	-3%	-12%	-1%	-4%[57.1 µM]
39	O=C(NCc1ccc(F)cc1)C(c1ccccc1)c1ccccc1	58%[activator]	9%	18%	50%[activator]	-13%	-3%	0%	4%	14%
40	Cc1nnc(Nc2ccc(C(=O)NCCO)cc2)c2ccccc12	36%	9%	8%	-20%	-6%	7%	i	-3%	-16%
41	O=C(OCc1ccccc1)/C(=C/c1cccc([N+](=O)[O-])c1)NC(=O)c1ccco1	25%	14%	8%	-4%	5%	2%	11%	-21%	20%
42	COc1cc(CC(=O)OCC(=O)Nc2cc([N+](=O)[O-])ccc2Cl)cc(OC)c1OC	5%	-2%	-16%	-2%	1%	-1%	-7%	-8%	0%
43	Cc1ccc(-n2cc(CN(C)Cc3nccn3C)c(-c3cccc(C)c3)n2)cc1	?	0%	2%	-14%	-3%	2%	i	?	9%
44	Cc1ccccc1CNC(=O)/C=C\C(=O)O	25%	14%	-2%	?	-5%	5%	4%	-7%	-8%
45	CCOC(=O)Nc1sc2nc(C)cc(C)c2c1-n1cccc1	14%	-6%	-3%	-18%	-12%	3%	-5%	-1%	7%[57.1 µM]
46	Cc1cc(C)cc(N(C(=O)CNC(=O)c2ccco2)C(C(=O)NC2CCCCC2)c2cccnc2)c1 (centres undefined)	11%	3%	1%	?	4%	0%	-1%	-20%	19%[57.1 µM]
47	CC1COC(C)(CC(=O)NN2C(=O)c3ccccc3C2=O)O1 (centres undefined)	16%	11%	-11%	17%	-6%	-9%	-5%	-14%	15%
48	Cc1nc(SCC(=O)N2CC(C)OC(C)C2)nc(C)c1C (centres undefined)	-4%	-3%	4%[11.4 µM]	1%	-4%	0%	-7%	-8%[11.4 µM]	3%
49	COc1ccc(C)cc1S(=O)(=O)Nc1ccccc1C	43%[activator]	-8%	-2%[11.4 µM]	2%	-1%	-6%	0%	-22%[11.4 µM]	15%[57.1 µM]
